p47phox inh: inhibitors of human p47phox binding. P14598. p47phox/p22phox peptide binding, fluorescence polarization, 2 h. inhibition, % at 24.7 µM. actives 0.53% (n = 220,000). AID 1274;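 active means inhibition above about 30%, limit read from the data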;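 further: 0% = p47phox with labelled peptide and 100% = labelled peptide alone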
14-3-3 Bad PPI: disrupts binding of bovine 14-3-3 zeta to phospho-Bad peptide | P63103 | TR-FRET 14-3-3zeta/Dy647-pBad peptide displacement, 1 h | inhibition, % at 21.7 µM | actives 0.71% (n = 220,000);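 active means inhibition above about 70%, limit read from the data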;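 further: 0% = full 14-3-3 plus peptide FRET controls and 100% = background without 14-3-3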
Target sequence (P63103 whole entry, looked up): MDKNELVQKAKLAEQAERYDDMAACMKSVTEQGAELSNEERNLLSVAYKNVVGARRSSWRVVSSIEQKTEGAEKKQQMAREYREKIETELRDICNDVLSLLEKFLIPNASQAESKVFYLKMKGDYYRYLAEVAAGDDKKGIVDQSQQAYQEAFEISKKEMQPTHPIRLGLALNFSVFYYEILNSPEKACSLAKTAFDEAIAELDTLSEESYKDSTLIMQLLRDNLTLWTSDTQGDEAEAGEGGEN
zVAD death inh: L929 zVAD cell death inhibition; L929 zVAD necroptosis rescue, ATP luminescence, 24 h; with zVAD 60 µM; viability rescue, % at 10 µM; actives 0.38% (n = 220,000);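 active means activation, scaled between plate controls, above about 75%, limit read from the data; inactive means activation under that limit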;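 further: 0% = zVAD with DMSO and 100% = DMSO alone without zVAD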
EBV gp42 block: inhibitors of Epstein-Barr virus glycoprotein 42; Fluorescence polarization binding assay, mP read-out; Q1HVG2; inhibition, % (tested at 21.74 µM); actives 0.42% (n = 220,000); in the data active means inhibition above about 50%
Target sequence (Q1HVG2 whole entry, looked up): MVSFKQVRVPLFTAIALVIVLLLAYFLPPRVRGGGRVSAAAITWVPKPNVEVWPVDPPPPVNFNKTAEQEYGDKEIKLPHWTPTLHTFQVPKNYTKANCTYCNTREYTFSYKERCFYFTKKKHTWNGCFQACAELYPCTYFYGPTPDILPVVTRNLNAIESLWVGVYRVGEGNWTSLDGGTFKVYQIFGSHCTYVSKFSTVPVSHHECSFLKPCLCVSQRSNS
Hck Nef HTS: human Hck-Nef kinase inhibition; actives 0.68% (n = 220,000); Recombinant Hck-YEEI plus Nef, Z-Lyte FRET kinase assay; inhibition, % at 20 µM; P08631;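 active means Hck-Nef kinase inhibition above about 50%, limit read from the data; inactive means inhibition below that limit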;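 further: 0% = DMSO with Hck plus Nef and 100% = Hck alone without Nef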
Target sequence (P08631 whole entry, looked up): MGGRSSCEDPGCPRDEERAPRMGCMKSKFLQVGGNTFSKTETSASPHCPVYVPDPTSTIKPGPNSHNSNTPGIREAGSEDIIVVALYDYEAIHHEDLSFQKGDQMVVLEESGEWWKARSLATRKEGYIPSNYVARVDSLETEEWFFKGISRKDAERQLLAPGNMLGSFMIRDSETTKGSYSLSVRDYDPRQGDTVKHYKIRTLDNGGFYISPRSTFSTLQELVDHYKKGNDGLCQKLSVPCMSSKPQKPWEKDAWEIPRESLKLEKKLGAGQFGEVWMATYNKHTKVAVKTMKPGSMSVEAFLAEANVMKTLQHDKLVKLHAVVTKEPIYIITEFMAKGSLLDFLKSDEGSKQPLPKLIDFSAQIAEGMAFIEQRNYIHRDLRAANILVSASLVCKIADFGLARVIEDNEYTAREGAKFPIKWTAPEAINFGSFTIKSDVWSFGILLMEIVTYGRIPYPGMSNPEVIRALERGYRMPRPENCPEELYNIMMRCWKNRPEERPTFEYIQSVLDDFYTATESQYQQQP
Tb hexokinase: T. brucei hexokinase 1 inhibition | recombinant TbHK1, G6PDH-coupled NADH A340 | inhibition, % at 10 µM | actives 0.11% (n = 220,000);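 active means inhibition of 50% or more in the single-dose primary screen; inactive means inhibition below 50%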
Runt-SMMHC FRET: Runt domain-CBFb-SMMHC interaction inhibition. Q01196+Q13951. Cerulean-Runt/Venus-CBFb-SMMHC FRET ratio 530/480, 1 h. inhibition, % at 20 µM. actives 0.74% (n = 220,000);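 active means mean inhibition across duplicate retests at 20 µM reaching about 50%, limit read from the data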;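 further: 0% = DMSO wells and 100% = wells with excess untagged CBFb-SMMHC; inhibitors lower the FRET ratio by blocking Runt binding to CBFb-SMMHC; some results filed as inactive read as strong as hits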
Runt-CBFb FRET: inhibitors of human RUNX1 Runt domain binding to CBFb; Cerulean-Runt/Venus-CBFb FRET ratio 530/480, 1 h; inhibition, % at 20 µM; actives 0.46% (n = 220,000);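 active means inhibition over about 50% at 20 µM in the single-dose screen, limit read from the data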;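 further: 0% = DMSO wells and 100% = excess unlabeled CBFb competitor control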
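Assay system: Cerulean-Runt domain fusion protein, energy donor; Signal: fluorescence energy transfer, 422 nm excitation, 530/480 nm emission; Timing: 1 h compound exposure, room temperature; Control set: unlabeled CBFb; Medium: Tris buffer pH 7.5 with salts and BSA; Compound: single test concentration of 20 µM, 1% DMSO final; Probe or stimulus: Venus-CBFb 100 nM.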
MDM2 E3 inh: inhibitors of human Mdm2 E3 ubiquitin ligase; actives 0.11% (n = 210,000); signal enhancement, % at 5 µM; AID 1230; cell-based MDM2 ubiquitination luciferase reporter, 2 h; 0 = plate control, 100 = twice control, blank-subtracted;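 active means signal enhancement of 30% or more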;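 further: luminescence tracks abundance of the self-degrading MDM2-luciferase fusion protein; higher signal means inhibition of MDM2 E3 ligase activity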
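Assay system: mammalian cells stably expressing self-ubiquitinating, self-degrading MDM2 E3–luciferase fusion. Quantity: 2000 cells in each well. Medium: DMEM culture medium. Compound dosing: single-point 5 µM. Timing: cell settling 4 h, compound treatment 2 h, both 37 °C. Technique: luciferase luminescence. Read-out basis: percent signal gain over controls, blank-subtracted. Benchmarks: plate controls and plate blanks.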
Starred values were filed as active, the others as inactive; x = no result given; [ ] = another dose, or the depositor's remark.

SMILES | p47phox inh | 14-3-3 Bad PPI | zVAD death inh | EBV gp42 block | Hck Nef HTS | Tb hexokinase | Runt-SMMHC FRET | Runt-CBFb FRET | MDM2 E3 inh
COC(=O)c1scc(C)c1NC(=O)Cc1ccccc1 | -2 | -4 | -0.3 | -14 | 1 | 4 | 3 | 2 | -19
CC(=O)COC(=O)c1cccc(N2C(=O)C3C4C=CC(C4)C3C2=O)c1 (stereo not given) | -3 | 6 | 1.0 | -19 | -7 | 2 | -1 | 0 | -4
Cc1cccc(Cc2cnc(NC(=O)c3ccc(C)o3)s2)c1 | -13 | -12 | 1.4 | 2 | -16 | -4 | -1 | 0 | -9
CC(NC(=O)c1ccc2c(c1)OCCO2)c1ccc(S(N)(=O)=O)cc1 (stereo not given) | -2 | -13 | 1.8 | 5 | 22 | -5 | -1 | -2 | -17
O=C(O)CC1=C(O)C(=O)N(c2ccccc2)C1c1ccc(Br)cc1 (stereo not given) | 1 | 27 | 0.0 | -7 | -2 | 2 | -3 | 0 | -11
O=C(NCC1CCCO1)c1sc(=S)n2c1[nH]c(=O)c1ccc(C(=O)N3CCCCC3)cc12 (stereo not given) | -29 | 19 | 0.5 | 1 | 4 | -21 | -22 | -7 | -12
Cc1cc(=O)oc2cc(OCc3nnc(-c4ccccc4Br)o3)ccc12 | -35 | -11 | -0.4 | -14 | 5 | -3 | 3 | 2 | 0
O=C(NC(=S)Nc1cccc(Cl)c1N1CCOCC1)c1cccs1 | -8 | -11 | -1.5 | -7 | -3 | -1 | 2 | 0 | -20
COc1ccccc1Nc1nc2nonc2nc1N1CCCCC1C (stereo not given) | -13 | -33[fluorescence artefact?] | 0.5 | -16 | 2 | 23 | -16 | -2 | -8
O=C(NC1=NCCS1)[C@H](Cc1ccccc1)N1C(=O)c2ccccc2C1=O | -17 | 8 | 0.0 | -34 | -2 | -2 | -2 | 3 | -11
O=C(CSc1n[nH]c(-c2ccccc2)n1)Nc1ncc(Br)cc1Br | -23 | 3 | 0.0 | -22 | -2 | 6 | 7 | -2 | -13
CCc1ccc(OCC(=O)NN2Cc3ccccc3C2=N)cc1 | -9 | -5 | -0.1 | -1 | -10 | 2 | 1 | -2 | -4
O=S(=O)([N-]c1nc2ccccc2nc1-[n+]1ccc(CCCc2ccccc2)cc1)c1cccs1 | -40 | 5 | 0.8 | 36 | 0 | -10 | -4 | -5 | -2
O=C1CN(C(=O)COC(=O)/C=C/c2ccc(S(=O)(=O)N3CCOCC3)cc2)c2ccccc2N1 | -8 | -11 | 14 | -9 | 20 | -2 | -1 | 0 | -11
COC1(c2cc(-c3ccccc3)nc(N)n2)CCCCC1 | -3 | 4 | 2.0 | -4 | 3 | -7 | -5 | -4 | -5
O=C(/C=C/c1c(F)cccc1Cl)Nc1ncccn1 | -21 | -18 | 0.9 | -12 | 2 | 4 | 4 | -1 | -11
COc1ccc(OCC(=O)N2CCN(c3nnc(-c4ccc(C)cc4)c4ccccc34)CC2)cc1 | -51 | 3 | -0.1 | 2 | 13 | -10 | -2 | -3 | -1
COC(=O)C1=NN(C(C)(C)CC(C)=O)C2C(=O)N(C3CCCCC3)C(=O)C12 (stereo not given) | -7 | -6 | 2.5 | -18 | 16 | -7 | 4 | -1 | 10
CCCCC(CC)C(=O)Nc1ccccc1C(=O)NC(C)C (stereo not given) | -19 | 1[fluorescence artefact?] | 0.0 | -12 | 1 | -1 | 1 | 1 | 3
C/C(=N\NC(=O)c1ccc(F)cc1)c1ccc(N2CCOCC2)cc1 | -2 | -7 | 8.9 | -6 | -8 | -30 | 3 | -74 | -8
O=C(NC1CC1)C1=COCCO1 | -17 | -6 | -0.4 | -24 | 10 | -4 | 2 | -1 | -14
O=C(c1ccc(NC(=O)C2(c3ccccc3)CCCC2)cc1)N1CCOCC1 | 2 | -1 | 0.4 | -3 | 16 | -4 | 1 | 1 | -5
Cc1cc(C)nc(-n2ncc(C#N)c2N)n1 | x | 0 | 0.6 | 0 | 11 | -1 | 2 | 0 | -11
NC(=O)c1ccc(N=Nc2c(O)c3ccccc3[nH]c2=O)cc1 | 7 | 3 | 0.6 | 65* | -16 | -3 | -25 | -8 | -18
O=C(O)CCC(=O)Nc1ccc(Oc2ncnc3cc(Cl)ccc23)nc1 | 3 | 1 | 1.6 | -20 | 11 | -4 | -5 | 2 | -6

An excerpt from above in order of their number in Runt-SMMHC FRET, descending:
compound	Runt-SMMHC FRET
O=C(/C=C/c1c(F)cccc1Cl)Nc1ncccn1	4
Cc1cc(=O)oc2cc(OCc3nnc(-c4ccccc4Br)o3)ccc12	3
COc1ccccc1Nc1nc2nonc2nc1N1CCCCC1C (stereo not given)	-16

Next results follow:
SMILES | p47phox inh | 14-3-3 Bad PPI | zVAD death inh | EBV gp42 block | Hck Nef HTS | Tb hexokinase | Runt-SMMHC FRET | Runt-CBFb FRET | MDM2 E3 inh
NNC(=O)c1ccccc1-n1cccc1 | 3 | -21 | 1.4 | -17 | 18 | -5 | 2 | -1 | -10
C=CCc1cccc2cc(C(=O)N3CCN(C(=O)OCC)CC3)c(=O)oc12 | 2 | 6 | 1.8 | -11 | 0 | -2 | 5 | -1 | -16
c1ccc(CNC2=NCCCC2)cc1 | -63 | 14[fluorescence artefact?] | 0.3 | 1 | -1 | -2 | 1 | 2 | -13
Cn1ccnc1Sc1cc(Cl)ccc1[N+](=O)[O-] | -1 | -1 | -0.5 | 3 | -20 | -4 | -1 | 1 | 0
O=c1ccc2c(o1)/C(=C/C=C(Cl)Cl)CCC2 | -1 | 21 | 0.8 | -7 | 2 | -7 | -12 | 0 | -7
COc1cc(/C=C/C(=O)c2ccccc2O)cc(OC)c1OC | -11 | -5 | -0.8 | -12 | 17 | -9 | -2 | -2 | 2
Cc1nn(C)c(C)c1C1C(C#N)=C(N)OC2=C1C(=O)CC(C)(C)C2 (stereo not given) | 7 | -1 | x | -6 | 2 | 1 | -4 | -1 | -79
Cc1nc(SCC(=O)c2ccc(F)cc2)c([N+](=O)[O-])[nH]1 | -11 | -3 | -0.7 | 2 | -2 | -3 | 1 | 0 | -1
CC1=C(C(=O)NCc2ccc3c(c2)OCO3)C2(CCC(C)CC2)OC1=O (stereo not given) | -10 | 2 | 0.9 | -10 | -2 | 1 | 1 | 2 | -13
CCCCC1CC(C)(C(=O)CSc2nc3ccccc3s2)OC1=O (stereo not given) | -3 | 2 | 0.3 | 3 | 2 | 10 | 4 | 2 | -13
CC(=O)Nc1ccc(-n2nnnc2SCC(=O)Nc2cccc(NC(=O)c3ccco3)c2)cc1 | -28 | 12 | 1.3 | -32 | 37 | -9 | -3 | 0 | x
OCCNc1nc(Nc2ccc(Br)cc2)nc2ccccc12 | -33 | 22 | 6.3 | 56* | 6 | -3 | 8 | 10 | 7
CC(=O)NC(=S)Nc1sc2c(c1C#N)CCCCC2 | -10 | 5 | 4.6 | -3 | 0 | 4 | 0 | 12 | -39
CN(c1ccc(C(=O)Nc2ccccc2Sc2ccccc2)cc1)S(C)(=O)=O | 1 | -15[fluorescence artefact?] | -0.5 | 13 | -1 | -3 | -1 | -4 | -10
C=CCOc1ccn(C)c(=O)n1 | 2 | -2 | 0.7 | -19 | -1 | -8 | -6 | 3 | -2
C=C(C)COc1ccc(-c2nc(N)ncc2-c2ccc(OC)cc2)c(O)c1 | -5 | -5 | 3.0 | 4 | 6 | -11 | -6 | -4 | -13
O=C(Nc1ccccc1)N1CCN(c2ccccn2)CC1 | -11 | 7 | -0.4 | -8 | -5 | 6 | -1 | 0 | -8
O=C(COC(=O)c1c(Cl)ccc(Cl)c1Cl)NC1CCS(=O)(=O)C1 (stereo not given) | 4 | 13 | -0.8 | -7 | 14 | 11 | 0 | 1 | -16
O=C(/C=C/c1ccc(Cl)c(Cl)c1)NCc1ccco1 | -15 | -26[fluorescence artefact?] | 0.1 | -1 | 3 | 36 | 4 | 1 | -6
COC(=O)/C(C#N)=C/N(C)C | -18 | 0 | -0.3 | -18 | 18 | -13 | 1 | 1 | -1
COC(=O)C1=NN(c2ccc(C)cc2)C2C(=O)N(c3ccccc3OC)C(=O)C12 (stereo not given) | 0 | -3 | 0.6 | -3 | -8 | -34 | -14 | -7 | -8
CN(C)CCC(=O)c1cccc(Br)c1 | 1 | -12 | 2.5 | 0 | 27 | 4 | 6 | 14 | -1
CCC(Sc1nc(-c2ccccc2)cc(=O)[nH]1)C(=O)O (stereo not given) | -19 | 18 | 0.9 | -17 | -1 | -2 | -25 | 0 | -24
O=C(/C=C/c1cccc(Cl)c1)NCCc1ccccc1 | -11 | -12[fluorescence artefact?] | 1.5 | 4 | 5 | -10 | 3 | -1 | 8
O=C(O)c1cc([N+](=O)[O-])ccc1N1CCCCC1 | -8 | -14 | 0.1 | -1 | 4 | -7 | 0 | -6 | -3
More results
SMILES | p47phox inh | 14-3-3 Bad PPI | zVAD death inh | EBV gp42 block | Hck Nef HTS | Tb hexokinase | Runt-SMMHC FRET | Runt-CBFb FRET | MDM2 E3 inh
COc1ccc(C(=O)/C=C(\C)Nc2ccc(NC(C)=O)cc2)cc1 | -4 | -2 | 0.5 | -4 | 1 | -21 | -5 | -1 | 1
CC1(C)CC(=O)C(C=N)=C(O)C1 | -6 | 4 | 1.0 | 8 | -5 | 4 | 4 | -1 | -1
CCOc1ncccc1C(=O)OCC(=O)N1CC(=O)Nc2ccccc21 | -2 | 8 | -0.3 | 18 | 0 | -1 | -5 | -1 | -11
COc1ccccc1NC(=S)N1CCN(c2nc(-c3ccccc3)cs2)CC1 | -31 | -12 | 2.9 | -15 | 16 | 0 | 0 | 2 | 6
CCCOCC(O)CCc1n[nH]c(=S)n1-c1ccccc1 (stereo not given) | -1 | -10 | 1.7 | -17 | 17 | 3 | 6 | 5 | -7
N#C/C(C(=O)c1ccccc1)=C1/SC=C(N)N1c1ccccc1 | -74 | -10[fluorescence artefact?] | -1.0 | -20 | -1 | -8 | -10 | -1 | -11
Cc1cccc(-n2nc(C(=O)c3ccco3)cc(-c3nc4ccccc4[nH]3)c2=N)c1 | 1 | -14 | -0.2 | -6 | 3 | -29 | -3 | -2 | 9
CCc1cc2c(N3CCN(c4nnc(CC)s4)CC3)ncnc2s1 | -2 | 77* | 0.2 | -3 | 3 | -3 | -2 | -2 | -15
O=C(/C=C/c1ccc(F)cc1)NC(=S)N1CCCCC1c1cccnc1 (stereo not given) | 0 | -4 | -1.3 | -2 | 5 | -7 | -2 | 6 | x
CCOc1cc(/C=N\NC(N)=O)cc(Br)c1OC(C)C | -3 | 4 | -0.1 | 15 | 0 | 7 | 0 | -4 | 1
CC1=C(Cl)C2=NS(=O)(=O)CCN2C=C1Cl | -7 | -8 | 1.4 | -8 | 20 | -9 | 2 | 1 | -12
COc1ccc(S(=O)(=O)Nc2nc3ccccc3nc2NCc2ccc3c(c2)OCO3)cc1 | -5 | -1 | 2.3 | 4 | 5 | -5 | -6 | 2 | -3
Cc1c(NC(=O)C(=O)N/N=C/c2cccs2)c(=O)n(-c2ccccc2)n1C | 13 | -1 | -0.2 | -9 | 14 | -46 | 2 | 1 | -6

Screens: PubChem BioAssay, several laboratories
